Screening results as filed in PubChem.
Myeloid diff MLP – myeloid differentiation induction; ER-HoxA9 myeloid progenitors, lysozyme-GFP differentiation, flow cytometry; calls only at 10 µM; actives 1% (n = 360,000);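 active = normalized GFP-positive differentiation at or above the plate's own cutoff, the solvent-only control mean plus 3 SD; inconclusive = no clear call, values can overlap the other calls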;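 note: cells exposed to compound for four days before flow analysis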
WT yeast gro inh – growth inhibition of WT yeast, mitochondrial fusion screen | AID 1362 | actives 2.1% (n = 190,000) | inhibition, % at 10 µM | mitochondrial fusion phenotypic screen, WT strain; in the data active = inhibition above about 58%; tested in S. cerevisiae
MT stabilizer – stabilizes microtubules in HeLa cells | HeLa tubulin immunostaining HCS, 24 h; share of cells brighter than vehicle mean+2SD | % tubulin-high responders, % at 10 µM | actives 0.83% (n = 200,000) | AID 2205;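 active = plate Z-score above 3 for both tubulin-high and condensed-nucleus cell shares, with cell loss under 80%, at 10 µM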;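 note: anti alpha tubulin signal scored within the nucleus-defined area of each cell; some results filed as inactive read as strong as hits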
T cell HTS – modulates CD8 T cell binding to vesicles; actives 0.068% (n = 330,000); calls only at 7 µM; AID 2052; 2C CD8+ T cell-vesicle binding, flow cytometry; hits give low values;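 active = response, share of CD8 T cells binding vesicles, and their 90th percentile fluorescence all below set limits, cut at about 80% in these data, passing the limit was not always enough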
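incubation = binding step 1.5 h, 37 °C, antibody labelling 20 min, ice | test system = 2C mouse CD8+ T cells | read-out basis = percent CD8+ FL2 mean versus row control | controls = Peptide-free naked vesicles (low) and QL9 vesicles with 0.7% DMSO vehicle (high) | detection = flow cytometry of vesicle-bound cells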
Hep lipid drop – hepatic lipid droplet formation modulation. inhibition, % at 6.5 µM. AML12 mouse hepatocytes, oleate lipid droplets, BODIPY imaging. AID 1656. actives 0.4% (n = 240,000);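 active = lipid droplet intensity inhibited by at least 50%, with more than 500 cells counted; inconclusive = wells with under 300 cells, treated as cytotoxic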
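Test system: AML12 hepatocytes (mouse); reagent: oleate loading, 100 µM; dosing: one dose, 6.5 µM compound; incubation: overnight exposure; signal: fluorescence imaging, 20x objective, two fields per well; read-out basis: % inhibition of corrected integrated BODIPY droplet signal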
West Nile antiviral – West Nile virus antiviral activity, cell-based, CPE readout (AID 1621); one-dose CPE inhibition, % at 10 µM; IC50 in µM for titrated hits; actives 0.02% (n = 290,000); West Nile virus-infected cells, CPE inhibition; higher % means a stronger effect; in the data active = a potency from the dose series; inconclusive = CPE inhibition mostly from about 3.7% at the one dose, without a potency; inactive = the rest, 99 in 100 with CPE inhibition below about 2.2%; note: strong numbers were not always called active
b-catenin transl – beta-catenin nuclear translocation modulation. AID 1665. nuclear translocation activity, % at 5 µM. HeLa beta-catenin nuclear translocation, immunofluorescence imaging. actives 0.3% (n = 190,000);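 active = nuclear translocation activity above 50% at 5 µM, with a well cell count of 50 or more; inconclusive = wells under 50 cells across six images, flagged as toxic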;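 note: per-cell ratio of nuclear to cytoplasmic median beta-catenin stain intensity; plate controls were DMSO negative control for no effect and GSK-3 inhibitor IX positive control for full effect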
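Test system: human HeLa cell line; Doses: 5 µM primary, 0.02–20 µM confirmation; Incubation: 24 h compound exposure, 37°C; Detection: beta-catenin immunofluorescence imaging with DAPI; Read-out: beta-catenin nuclear/cytoplasmic ratio, % activation.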
Insulin prom up – MIN6 insulin promoter up-regulation; MIN6 insulin promoter-GFP reporter, high-content imaging; hits give high values; z-score at 5 µM; actives 0.3% (n = 190,000);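 active = z-score above 3 at 5 µM with at least 500 cells counted in the well; inconclusive = wells under 500 cells, flagged as cytotoxic or low count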
Autophagy mod – alters autophagy in cells; MEF GFP-LC3 puncta imaging; test concentration mostly 10 µM; calls only at 10 µM (by protocol); actives 0.98% (n = 190,000); AID 463193;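 active = percentage of spot-positive cells more than 3 SD above its plate mean, without a fluorescence outlier flag or 80% toxicity; inconclusive = no clear call, values can overlap the other calls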;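 note: spot-positive cell cutoff set from DMSO-treated cells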
WT yeast gro inh mutant strain – further read-out of WT yeast gro inh, marked with its call; inhibition, %; mitochondrial fusion phenotypic screen, mutant strain inhibition
Insulin prom up cell count – second read-out of Insulin prom up, no call of its own (marks repeat the call); cell count; measured here: cytotoxicity, nuclei count;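 total cells summed across four imaged fields per well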
Hep lipid drop cells 6.5 µM – further read-out of Hep lipid drop, marked with its call; cell count; measured here: cell count, cytotoxicity flag;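 cells counted across two imaged fields per well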
b-catenin transl cell count 5 µM – further read-out of b-catenin transl, marked with its call; cell count; measured here: cell count, cytotoxicity flag
T cell HTS vesicle-bound % – recorded beside T cell HTS, whose call it bears; double positive events, %; measured here: CD8+ vesicle-bound cell fraction;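 binding gate set so that unloaded-vesicle control wells show 10% double positive cells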
MT stabilizer Hoechst-high % – further read-out of MT stabilizer, marked with its call; % Hoechst-high responders; measured here: nuclear condensation Hoechst responders;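 share of cells brighter than vehicle mean plus two SD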
MT stabilizer cytotoxicity % – also measured in MT stabilizer; calls as there; toxicity, %; measured here: cytotoxicity by cell density;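 0% = mean cell density of plate MIN control wells and 100% = no cells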
Autophagy mod cell loss 18 h – also measured in Autophagy mod; calls as there; toxicity, %; measured here: cell loss, nuclei count;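 cell loss after 18 h compound exposure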
Myeloid diff MLP GFP+ MAC1+ % – second read-out of Myeloid diff MLP, no call of its own (marks repeat the call); GFP+ MAC1+ double positive, %; measured here: differentiation confirmed by MAC1 staining
An asterisk follows results filed as active; i = inactive; ? = inconclusive; · = not tested or not shown; + = active, no number.

smiles	Myeloid diff MLP GFP+ MAC1+ %	Autophagy mod cell loss 18 h	WT yeast gro inh mutant strain	MT stabilizer Hoechst-high %	Hep lipid drop cells 6.5 µM	Insulin prom up	b-catenin transl	WT yeast gro inh	Hep lipid drop	MT stabilizer	Autophagy mod	MT stabilizer cytotoxicity %	b-catenin transl cell count 5 µM	T cell HTS	T cell HTS vesicle-bound %	West Nile antiviral	Insulin prom up cell count	Myeloid diff MLP
O=C(COC(=O)C1(c2ccccc2F)CCCC1)NCc1cccs1	0.5	-2	-7	2.1	676	-0.5	-4.1	16	1	2.8	i	0.5	1027	i	61	-1.4%	1623	i
CCCCn1c(SCC(=O)N2CCCc3ccccc32)nc2c1c(=O)n(C)c(=O)n2C	·	11	15	1.4	·	-1	-0.9	9	·	2.7	i	14	1114	i	48	·	1243	?
O=c1ccc(S(=O)(=O)N2CCC(Cc3ccccc3)CC2)c[nH]1	0.5	5	18	0.3	685	-0.52	·	1	-6	2.7	i	27	·	i	10	-0.6%	1167	i
Cc1cc2ncn(-c3ncnc4scc(-c5ccccc5)c34)c2cc1C	0.7	19	32	0.8	·	-0.44	1.1	31	·	1.2	i	0.4	1310	i	55	·	1624	i
CO/N=C/c1ccc(Oc2ccc([N+](=O)[O-])cc2[N+](=O)[O-])c(OC)c1	0.0	9	15	22	639	-0.17	0.1	23	2	5.8	i	26	908	i	28	1.4%	1033	i
Cc1ccccc1OCC(=O)NNC(=S)NC(=O)c1ccco1	5.1	13	88	1.3	·	0.61	-1.4	84	·	3.8	i	9.0	966	i	51	1.5%	1462	i
NC(=O)c1ccc(NC(=O)c2cccc(Oc3ccccc3)c2)cc1	0.4	5	-12	1.0	709	-0.3	0.6	-8	0	1.5	i	7.0	1112	i	60	0.0%	1238	i
O=C(Nc1ccccc1)OCCOc1ccccc1Br	0.4	·	·	·	849	·	·	·	9	·	·	·	·	i	52	-1.1%	·	i
CC(C)CNS(=O)(=O)c1ccc(CCC(=O)Nc2cc(Cl)ccc2Oc2ccccc2)cc1	1.1	18	-3	0.8	770	-2.2	2.7	18	40	1.2	i	9.4	1048	i	24	1.9%	727	i
COc1ccc(N2CCN(CC(=O)c3ccc(O)cc3O)CC2)cc1	2.7	·	·	·	755	·	·	·	7	·	·	·	·	i	45	-0.3%	·	i
N=C1C(c2nc(-c3ccc(Cl)cc3)cs2)=C(O)CN1NC(=O)c1ccc(O)cc1	0.4	·	·	·	666	0.1	2.1	·	0	·	·	·	1404	i	9	-0.2%	941	i
O=C1CCCC2=C1C(c1ccsc1)CC(=O)N2c1nnc(SCc2ccccc2)s1 (stereo not drawn)	2.8	9	-8	3.9	·	-0.09	-0.1	8	·	2.7	i	2.5	1227	·	·	-0.2%	919	i
Cc1ccc(S(=O)(=O)NCCSc2nnnn2-c2cc(C)ccc2C)cc1	1.2	-1	-3	1.9	·	0.23	4.8	8	·	3.7	i	5.2	1094	i	47	-0.1%	1246	i
Cc1ccn(C(=O)c2cc3ccccc3oc2=O)n1	·	-6	1	3.4	·	-0.11	·	-8	·	3.3	i	7.9	·	i	40	·	977	·
O=C(CSc1nc2ncc(Cl)cc2[nH]1)Nc1ccccc1-c1ccccc1	0.4	·	·	·	708	·	·	·	-32	·	·	·	·	i	29	-0.9%	·	i
CCOCC(=O)N1CCN(Cc2ccc3c(c2)OCO3)CC1	1.7	·	·	·	845	·	·	·	12	·	·	·	·	i	61	0.1%	·	i
Cc1ccc(OCC(=O)NCCCNC(=O)c2ccco2)cc1	1.9	·	·	·	736	·	·	·	2	·	·	·	·	i	26	-0.6%	·	i
CCN1CCN(c2nc(S(=O)(=O)c3ccc(C)cc3)c(Cl)s2)CC1	0.3	5	-16	3.0	695	0.11	-0.2	-10	8	3.4	i	4.3	1085	i	41	-1.2%	1468	i
Cc1cccc(-c2nsc(SCC(=O)N3CCCC3)n2)c1	0.2	-8	12	0.7	·	-0.08	1.8	17	·	6.5	i	3.8	1384	i	34	-1.3%	1590	i
COc1ccc(C(=O)NCc2nnc(SCC(=O)Nc3ccccc3OC)n2C)cc1	0.2	1	6	3.0	745	-0.92	-0.3	9	0	4.0	i	8.1	1501	i	60	0.1%	1486	i
Cc1ccnc2nc(C(=O)OCC(=O)N(CC(C)C)CC(C)C)nn12	·	2	2	2.5	666	0.63	-1.3	-18	-6	6.1	i	6.3	1115	i	63	0.6%	1309	·
O=C(CCC1CCCN(C(=O)c2ccncc2)C1)NCc1ccc(F)c(F)c1 (stereo not drawn)	2.0	21	8	2.2	674	0.11	-1.6	6	-11	4.1	i	2.3	1043	i	12	-0.2%	1320	i
COc1ccc(C(=O)Nc2ccc(C3(C#N)CCCC3)cc2)cc1OC	0.3	·	·	·	707	·	·	·	0	·	·	·	·	i	9	-1.6%	·	i
CC(=O)OCCn1c2nc(=O)[nH]c(=O)c-2nc2cc(C)c(C)cc21	·	·	·	·	858	·	0.8	·	2	·	·	·	990	i	47	1.3%	·	?
CCOC(=O)c1cc2c(=O)n3ccccc3nc2n(Cc2ccco2)c1=NC(=O)c1ccc(OC)cc1	0.2	6	10	1.2	700	-0.63	-2.9	0	2	5.3	i	5.7	1060	i	39	0.4%	1053	i

More entries
smiles	Myeloid diff MLP GFP+ MAC1+ %	Autophagy mod cell loss 18 h	WT yeast gro inh mutant strain	MT stabilizer Hoechst-high %	Hep lipid drop cells 6.5 µM	Insulin prom up	b-catenin transl	WT yeast gro inh	Hep lipid drop	MT stabilizer	Autophagy mod	MT stabilizer cytotoxicity %	b-catenin transl cell count 5 µM	T cell HTS	T cell HTS vesicle-bound %	West Nile antiviral	Insulin prom up cell count	Myeloid diff MLP
COc1cc(/C=N/NC(=O)c2sc(N)c(C#N)c2C)cc(Br)c1O	0.0	-33	12	2.7	·	-0.16	2.7	15	·	2.1	i	11	1441	i	54	·	1572	i
CCOc1ccc(C2c3c(oc4ccccc4c3=O)C(=O)N2CCCN2CCOCC2)cc1OCC (stereo not drawn)	0.4	6	6	4.0	·	0.01	·	11	·	2.7	i	8.3	·	i	62	0.8%	886	i
Cc1ccc(S(=O)(=O)c2cc3c(=O)n4cccc(C)c4nc3n(CC3CCCO3)c2=N)cc1C (stereo not drawn)	·	·	·	·	748	0.23	-0.7	·	10	·	·	·	1154	i	51	-0.5%	1364	·
Cc1cccc(Nc2nc(N)nc(-c3oc4ccccc4c3C)n2)c1	·	·	·	·	788	0.4	27	·	32	·	·	·	366	i	37	1.2%	1037	+
O=C(O)CCCCCNS(=O)(=O)c1ccc2c3c(cccc13)C(=O)N2	0.2	·	·	·	845	·	·	·	5	·	·	·	·	i	59	0.1%	·	i
CCN(CC)N=Nc1[nH]nc2nc(C)cc(C)c12	1.5	9	-4	1.7	·	-0.15	-2.7	-13	·	3.0	i	4.4	1373	i	39	0.1%	1581	i
CCOC(=O)SC1=N/C(=C\c2ccc(N(C)C)cc2)C(=O)S1	1.0	3	4	1.9	568	0.63	-1.2	20	-6	3.9	i	28	1035	i	49	1.2%	1786	i
CCc1nnc(NC(=O)CSc2nnc(Cc3ccccc3)n2Cc2ccccc2)s1	0.7	3	-11	1.6	·	-0.45	-3.5	-3	·	1.6	i	8.7	1120	i	12	-0.2%	1087	i
CC(C)C(NCc1c(Cl)cccc1Cl)C(=O)O (stereo not drawn)	0.8	0	16	1.9	·	-1.3	-1.5	-31	·	4.9	i	6.5	997	i	6	1.1%	1331	i
O=C(Nc1ccccn1)C1CCN(c2ncnc3c2nc2n3CCCCC2)CC1	·	·	·	·	722	·	·	·	-2	·	·	·	·	i	20	0.1%	·	?
COc1ccc(C(=O)N2CCN(c3nc4ccccc4o3)CC2)cc1OC	1.2	16	0	1.9	·	-0.95	-1.8	-5	·	3.7	i	7.8	1117	i	27	-0.5%	938	i
COc1ccccc1/C=N/Nc1nc(C)cc(C)n1	0.1	·	·	·	704	0.41	-0.6	·	15	·	·	·	1398	i	26	0.5%	924	i
COc1cc(C)c(Cl)cc1S(=O)(=O)N1CCCC1	0.4	12	13	2.3	739	0.78	-0.5	14	-24	2.6	i	2.8	1450	i	56	0.3%	1494	i
COc1ccc(C2CC(=O)NC(=O)C2)cc1	0.7	·	·	·	822	·	·	·	-13	·	·	·	·	i	32	0.4%	·	i
COCCN(CC1CCCN(C2Cc3ccccc3C2)C1)C(=O)CCC(C)=O (stereo not drawn)	0.5	·	·	·	867	·	·	·	0	·	·	·	·	i	44	-0.8%	·	i
COc1ccc(C(=O)N2CCCCC2)cc1S(=O)(=O)Nc1ccccc1	1.6	4	19	2.6	·	·	·	16	·	4.0	i	8.3	·	i	27	-0.3%	·	i
Cc1cc(C)c(NC(=S)N(CCCN2CCOCC2)Cc2cccnc2)c(C)c1	0.4	-27	0	1.5	743	0.32	-0.6	-4	11	3.3	i	2.9	1088	i	58	-0.9%	1256	i
Cc1ccccc1N(C(=O)c1snc(C(N)=O)c1N)C(C)C(=O)NC1CCCCC1 (stereo not drawn)	0.2	·	·	·	732	·	·	·	20	·	·	·	·	i	47	-0.9%	·	i
Cc1ccc(C(=O)C(C)Sc2nnc(N)s2)cc1 (stereo not drawn)	1.6	1	0	1.8	717	-0.42	0.1	-4	6	3.6	i	9.8	1021	i	49	0.0%	1418	i
